Rac1 GTP hydrolysis = MgcRacGAP GTPase-activating activity inhibitors, confirmation, biochemical, ADP Hunter fluorescence; MgcRacGAP-stimulated Rac1 GTP hydrolysis, ADP Hunter fluorescence; higher % means a stronger effect; GST-tagged Rac1 F28L mutant substrate; 340,000 tested, 0.6% active; inhibition, % at 30 µM; hits with a dose series show IC50 in µM; AID 624330, 2012;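 active means first-screen hits whose inhibition reached a set limit at any dose in the follow-up dose series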;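 further: fluorescence reports GDP produced by GAP-driven GTP hydrolysis; strong numbers were not always called active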
SV40 large T antigen = SV40 large T antigen inhibitors, biochemical (AID 1903). SV40 large T antigen ATPase/helicase inhibition assay; higher % means a stronger effect. one-dose inhibition, % at 20 µM; IC50 in µM for titrated hits. 310,000 tested, 0.39% active; in the data active means a potency from the dose series; further: strong numbers were not always called active
Lipid droplet = inhibitors of hepatocyte lipid droplet formation, primary screen, imaging, high-throughput imaging, BODIPY stain; AML12 mouse hepatocytes, oleate lipid droplets; inhibition, % at 6.5 µM; 240,000 tested, 0.4% active; AID 1656, 2009;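 active means lipid droplet intensity inhibited by at least 50%, with more than 500 cells counted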
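Test system: AML12 hepatocytes (mouse); reagent: oleate loading, 100 µM; dosing: one dose, 6.5 µM compound; incubation: overnight exposure; signal: fluorescence imaging, 20x objective, two fields per well; read-out basis: % inhibition of corrected integrated BODIPY droplet signal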
GPR55 LPI antagonism = GPR55 antagonists blocking LPI-driven arrestin recruitment, primary screen, imaging, U2OS, beta-arrestin-GFP, LPI agonist (AID 2013). U2OS GPR55 beta-arrestin-GFP translocation imaging, LPI antagonism; higher % means a stronger effect. one-dose inhibition, % at 10 µM; IC50 in µM for titrated hits. 290,000 tested, 0.13% active;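 active means spots per cell inhibited over 60%, with over 100 cells counted and total cytoplasm intensity under 500,000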;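 further: U2OS cells stably carrying GPR55 and arrestin-GFP stimulated by 5 µM LPI near EC80; imaged beta-arrestin-GFP aggregate spots per cell after agonist stimulation; plate controls were LPI-stimulated DMSO wells for no effect and DMSO wells without LPI for full effect; some results filed as inactive read as strong as hits; confirmed hits need IC50 under 10 µM and bright autofluorescent wells are also inconclusive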
NTR1 ag = agonists of NTR1, primary screen, imaging, U2OS cells, beta-arrestin-GFP, high content (AID 493036); NTR1-U2OS beta-arrestin-GFP spot imaging, agonist mode; activation, % at 20 µM; 330,000 tested, 0.17% active;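 active means activation at or above 40% of the spot to cytoplasm intensity ratio, with at least 20 cells analyzed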;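 further: 0% = DMSO without peptide and 100% = 100 nM NTR1 peptide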
Target sequence (P30989 whole entry, looked up): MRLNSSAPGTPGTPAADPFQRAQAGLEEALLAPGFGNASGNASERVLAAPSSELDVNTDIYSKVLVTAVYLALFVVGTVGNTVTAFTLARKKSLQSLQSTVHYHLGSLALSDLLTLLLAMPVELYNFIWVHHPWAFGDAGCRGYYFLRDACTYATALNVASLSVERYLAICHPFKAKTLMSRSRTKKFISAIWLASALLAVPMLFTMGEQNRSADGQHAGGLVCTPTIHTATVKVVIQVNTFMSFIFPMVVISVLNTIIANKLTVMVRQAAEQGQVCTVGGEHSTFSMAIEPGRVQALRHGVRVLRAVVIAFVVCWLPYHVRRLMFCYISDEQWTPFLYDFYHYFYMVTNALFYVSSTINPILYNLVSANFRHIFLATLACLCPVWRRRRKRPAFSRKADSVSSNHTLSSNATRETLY
GPR35 arrestin U2OS = GPR35 antagonists blocking zaprinast-driven arrestin recruitment, primary screen, imaging, U2OS, beta-arrestin-GFP, zaprinast agonist (AID 2058) | G-protein coupled receptor 35 (Homo sapiens) | U2OS GPR35 beta-arrestin-GFP translocation imaging, zaprinast antagonism; higher % means a stronger effect | inhibition, % at 10 µM; hits with a dose series show IC50 in µM | 290,000 tested, 0.052% active;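 active means inhibition of at least 50% with at least 30 cells and total cytoplasm GFP at most 10,000,000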
T cell modulator = modulators of CD8 T cell-vesicle binding, primary screen, mouse 2C CD8+ T cells, flow cytometry | calls only at 7 µM | 330,000 tested, 0.068% active | AID 2052, 2009 | 2C CD8+ T cell-vesicle binding; stronger effect = lower value;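 active means response, share of CD8 T cells binding vesicles, and their 90th percentile fluorescence all below set limits, cut at about 80% in these data, passing the limit was not always enough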
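Read-out – percent CD8+ FL2 mean versus row control · System – murine 2C transgenic CD8+ T lymphocytes · Times – 1.5 h cell–vesicle binding at 37 °C, then 20 min icy labelling · Control set – naked vesicles low, QL9 vesicles with vehicle high · Detection – cytometric PE anti-B7-1 and Alexa647 anti-CD8 signals after 1% paraformaldehyde fixation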
LYP inhibition = inhibitors of LYP phosphatase, biochemical, fluorescence intensity, uHTS (AID 1779) | Tyrosine-protein phosphatase non-receptor type 22 (Homo sapiens) | recombinant LYP phosphatase, fluorescence intensity; higher % means a stronger effect | one-dose inhibition, % at 11.5 µM; IC50 in µM for titrated hits | 290,000 tested, 0.054% active; in the data active means inhibition above about 50%;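 further: plate controls were vehicle with enzyme for no effect and no enzyme for full effect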
GPR55 activation = GPR55 agonists via beta-arrestin recruitment, primary screen, imaging, U2OS cells, beta-arrestin-GFP redistribution (AID 1961); U2OS GPR55 beta-arrestin-GFP redistribution imaging; higher % means a stronger effect; 290,000 tested, 0.048% active; one-dose activation, % at 10 µM; EC50 in µM for titrated hits; G-protein coupled receptor 55 (Homo sapiens);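 active means activation above 40% with more than 50 cells counted in the well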;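 further: U2OS osteosarcoma cells stably expressing GPR55 and beta-arrestin-GFP; plate controls were DMSO negative control for no effect and LPI positive control for full effect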
Lipid droplet cells 6.5 µM = second read-out of Lipid droplet, no call of its own (marks repeat the call); cell count; measured here: cell count, cytotoxicity flag;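 cells counted across two imaged fields per well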
T cell modulator vesicle-bound % = further read-out of T cell modulator, marked with its call; double positive events, %; measured here: CD8+ vesicle-bound cell fraction;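 binding gate set so that unloaded-vesicle control wells show 10% double positive cells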
NTR1 ag cell count 20 µM = also measured in NTR1 ag; calls as there; cell count; measured here: cell count, cytotoxicity flag
Active calls of the source: *; i = inactive; . = no result given.

SMILES	Rac1 GTP hydrolysis	SV40 large T antigen	Lipid droplet	Lipid droplet cells 6.5 µM	GPR55 LPI antagonism	NTR1 ag	NTR1 ag cell count 20 µM	GPR35 arrestin U2OS	T cell modulator	T cell modulator vesicle-bound %	LYP inhibition	GPR55 activation
Cc1cccc(NC(=O)c2sc3nc4c(c(-c5ccco5)c3c2N)CCC4)c1	6%	9%	.	.	16%	3.8	54	6%	i	62	2%	0.2%
COc1ccc([N+](=O)[O-])cc1NC(=O)CS(=O)(=O)c1ccc(C)cc1	3%	7%	.	.	13%	-1.3	53	3%	i	28	-4%	-0.1%
O=C(CSc1nnc(Cn2cnc3ccccc32)o1)c1ccccc1	-2%	-1%	12	581	-13%	-1.3	79	-3%	i	12	1%	-0.2%
S=C(c1ccc(N2CCOCC2)cc1)N1CCOCC1	2%	3%	-5	709	-5%	0.5	38	-16%	i	21	1%	-0.1%
CC(=O)Nc1cccc(NS(=O)(=O)Cc2ccc(Cl)cc2)c1	1%	22%	14	702	-11%	-2.1	51	-2%	i	12	4%	-0.1%
COc1cc(C(=O)N/N=C(\C)Cc2ccccc2)cc(OC)c1OC	11%	6%	7	644	-5%	-2.1	89	-1%	i	33	-4%	-0.3%
CCOC(=O)Cc1csc(NC(=O)CSc2nc3cccnc3n2CC)n1	8%	0%	.	.	-6%	-2.8	79	-7%	i	39	-4%	-0.1%
CN(C(=O)c1cc(S(=O)(=O)N2CCOCC2)cs1)c1ccccc1	5%	-5%	-12	849	-11%	1.6	66	-1%	i	69	-12%	0.3%
CCOc1ccc(N2C(=O)Nc3ccccc3C2(O)C(=O)NCc2ccccc2)cc1 (centres undefined)	2%	17%	16	695	0%	-0.9	67	-2%	i	44	2%	0.4%
CC1(C)C(c2ccccc2)=NC(c2ccc(Br)cc2)N1O (centres undefined)	5%	-6%	0	731	1%	3.0	47	-1%	i	48	-1%	0.2%
CCCc1c(C(=O)N/N=C(\C)CCc2ccccc2)nnn1-c1nonc1N	-36%	12%	18	735	-28%	0.8	60	-6%	i	6	-10%	0.3%
COc1ccccc1C1(CC(=O)N2CCCCC2)CCOC(C(C)C)C1 (centres undefined)	1%	15%	.	.	-9%	1.3	69	1%	i	32	0%	0.3%
Cc1ccc(N2CC(C(N)=O)CC2=O)cc1 (centres undefined)	2%	0%	18	782	2%	0.7	83	-10%	i	43	1%	-0.1%
O=C(Nc1ccccc1)/C(=C/c1ccccc1)c1ccccc1	3%	4%	-14	689	26%	3.1	40	-2%	i	8	-4%	-0.3%
CN1CCN(S(=O)(=O)c2cccc(S(=O)(=O)c3ccc(Cl)c(Cl)c3)c2)CC1	9%	-1%	0	696	1%	0.6	39	-2%	i	11	-7%	0.0%
O[C@@H]([C@H](O)[C@H](O)CBr)[C@H](O)CBr	-5%	8%	.	.	.	2.7	52	.	i	47	.	.
O=C(NC(Cc1ccccc1)C(=O)NC(Cc1ccccc1)C(=O)O)c1ccccc1 (centres undefined)	0%	4%	2	653	7%	-0.5	31	14%	i	44	-4%	-0.2%
O=[N+]([O-])c1cc(S(=O)(=O)N2CCCCC2)ccc1NCc1cccc(Cl)c1	2%	-6%	-21	652	6%	1.0	40	-4%	i	31	4%	0.1%
CC(=O)Nc1ccc(S(=O)(=O)Nc2nc(C)cc(-n3nc(C)cc3C)n2)cc1	-10%	5%	10	711	-21%	-1.3	48	-14%	i	29	-5%	0.2%
CCOc1cc(S(=O)(=O)N2CCN(Cc3ccccc3)CC2)ccc1Br	6%	7%	-11	733	-12%	0.5	52	-16%	i	57	-1%	-0.1%

Part of the list above with just SV40 large T antigen.
molecule | SV40 large T antigen
Cc1ccc(N2CC(C(N)=O)CC2=O)cc1 (centres undefined) | 0%
O=C(Nc1ccccc1)/C(=C/c1ccccc1)c1ccccc1 | 4%
CN1CCN(S(=O)(=O)c2cccc(S(=O)(=O)c3ccc(Cl)c(Cl)c3)c2)CC1 | -1%

Following part
SMILES	Rac1 GTP hydrolysis	SV40 large T antigen	Lipid droplet	Lipid droplet cells 6.5 µM	GPR55 LPI antagonism	NTR1 ag	NTR1 ag cell count 20 µM	GPR35 arrestin U2OS	T cell modulator	T cell modulator vesicle-bound %	LYP inhibition	GPR55 activation
Cc1ccc(CNC(=O)/C=C/c2ccc(Br)o2)cc1	3%	14%	6	666	4%	-0.5	56	-12%	i	0	0%	-0.3%
CN1CCN(C(=O)c2cc(Cl)ccc2NC(=O)c2ccc(Cl)cc2Cl)CC1	8%	18%	-5	770	13%	0.7	68	8%	i	6	-9%	-0.2%
Cc1cc2oc(=O)cc(CN3CCCCC3)c2cc1O	5%	0%	5	821	11%	-1.6	89	-6%	i	47	-6%	0.4%
COc1ccc(S(=O)(=O)NCCc2ccncc2)cc1	8%	2%	4	835	0%	2.1	56	7%	i	55	-5%	-0.2%
COc1ccc2[nH]c(=O)c(CN(CCN3CCCC3)C(=O)Nc3ccccc3Cl)cc2c1	13%	7%	.	.	-1%	0.2	39	13%	i	28	0%	0.2%
Cc1cccc2c(SCC(=O)NCC3CCCO3)nc(-c3ccc(F)cc3)nc12 (centres undefined)	5%	10%	.	.	-11%	1.0	47	8%	i	63	-4%	0.2%
CC(Sc1nnc(COc2ccc([N+](=O)[O-])cc2)n1-c1ccccc1)C(=O)O (centres undefined)	1%	5%	-17	633	3%	2.2	30	4%	i	58	0%	0.7%
COC(=O)/C=C1/SC(=NC(=O)c2ccc(OC)cc2)NC1=O	-6%	10%	-16	743	0%	-1.1	63	-1%	i	57	0%	-0.1%
Cc1cc(C)n2nc(C(=O)Nc3ccn(Cc4ccccc4C)n3)cc2n1	8%	13%	-6	721	5%	2.3	70	-12%	i	31	-3%	0.2%
CC(C)(C)C(=O)Nc1nnc(CC(=O)NCc2ccccc2)s1	2%	7%	4	654	-4%	-0.8	35	-5%	i	64	5%	-0.1%
CCCCCCOC(=O)CCn1[nH]c(=O)c2ccccc2c1=O	2%	-1%	.	.	-10%	-1.7	55	0%	i	23	-1%	0.3%
Cc1ccc(OCC(=O)N/N=C/C=C/c2ccco2)c(Br)c1	19%	.	-13	803	3%	2.7	53	-6%	.	.	-1%	0.3%
O=C(N/N=C/c1cc2ccccc2nc1Cl)/C(=C/c1cccs1)NC(=O)c1ccccc1	3%	19%	28	777	15%	1.7	98	-3%	i	6	4%	0.0%
Cc1nn(C)c(C)c1S(=O)(=O)N1CCC(C(=O)Nc2ccc3c(c2)OCCO3)CC1	8%	-2%	.	.	-17%	3.1	46	25%	i	32	-4%	-0.2%
COc1ccc2oc(C(=O)NCC(c3ccco3)N(C)C)c(C)c2c1 (centres undefined)	5%	8%	.	.	.	-0.1	49	.	i	27	.	.
CCOc1ccc(CCNC(=O)C2CCN(S(=O)(=O)N3CCCCC3)CC2)cc1OCC	6%	0%	108*	757*	20%	-1.0	66	10%	i	50	-5%	-0.2%
Cc1ccc(Cn2cnc3c(cnn3C(C)(C)C)c2=O)cc1	4%	11%	-21	723	4%	2.4	33	5%	i	7	-2%	-0.2%
COc1cc2nc(C3CCC3)n(NC(=O)C3CCC3)c(=O)c2cc1OC	6%	4%	.	.	-1%	-0.7	85	8%	i	44	-5%	0.0%
CCCCn1c(N)c(N(Cc2ccccc2OC)C(=O)COc2ccc(C)cc2)c(=O)[nH]c1=O	2%	17%	.	.	.	-1.3	45	.	i	57	.	.
CCn1c(C)nc2cc(C(=O)N=Nc3c(O)[nH]c4ccccc34)ccc21	.	0%	32	654	2%	0.7	46	-14%	i	50	-8%	0.0%
CCOC(=O)CNC(=S)N(Cc1cccs1)C1CCCC1	5%	0%	-17	655	17%	-1.4	69	-19%	i	8	-4%	0.8%
CCc1nc(SCC(=O)c2cccc([N+](=O)[O-])c2)n[nH]1	11%	9%	2	708	-5%	-0.9	48	1%	i	40	-7%	0.8%
Cc1cc(C)c(C#N)c(Oc2ccc(O)cc2)n1	27%	23%	8	675	4%	-1.5	91	4%	i	32	2%	0.2%
CC1=CC(C)(C)N(C(=O)CSc2nnc(-c3ccccc3)o2)c2ccc(C)cc21	1%	18%	-5	761	-2%	6.0	59	-3%	i	12	4%	0.1%
COc1cc(/C=N/NC(=O)Cc2ccccc2)cc(OC)c1OC	2%	6%	2	803	5%	-0.5	59	-2%	i	22	-6%	-0.2%
COc1cc(NC(=O)c2c(-c3ccccc3Cl)noc2C)c2ncccc2c1	13%	7%	.	.	.	10	63	.	i	27	.	.
O=C(CN1CC(c2ccccc2)CC1=O)N/N=C/c1cc(Br)ccc1O (centres undefined)	16%	13%	-3	676	-1%	0.9	58	12%	i	30	3%	-0.2%
Cc1ccsc1C1C=C(c2cccc(Br)c2)Nc2ncnn21 (centres undefined)	13%	11%	.	.	28%	5.1	45	-6%	i	17	-4%	0.0%
CCC(CC)C(=O)c1c[nH]c(C(=O)NCCCn2ccnc2)c1	2%	16%	.	.	4%	-2.2	62	3%	i	25	-3%	-0.1%
Cc1cc(C(=O)Cn2nc(C(=O)O)c3ccccc3c2=O)c(C)n1CC(F)(F)F	0%	1%	10	649	12%	0.4	65	17%	i	21	1%	0.0%
COc1ccc(-c2noc(CN(C(=O)C(C)(C)C)C(C)C)n2)cc1	0%	2%	-18	617	-4%	2.1	50	8%	i	41	1%	0.0%
CC(C)[C@H](NC(=O)CCn1nnc2ccccc2c1=O)C(=O)O	-2%	-1%	.	.	-1%	-1.3	81	3%	i	54	-9%	-0.1%
CCOC(=O)Cc1sc(N)nc1C	9%	15%	-2	671	2%	-0.2	73	15%	i	6	1%	1.3%
CC(=O)Oc1cccc2c1C(=O)c1c(OC(C)=O)cc(C(=O)O)cc1C2=O	8%	9%	3	746	14%	-1.2	65	-3%	i	17	-4%	-0.2%

Compounds were not picked by outcome; 1.8% or so of the library scored in one or more.
